High-throughput results deposited in PubChem BioAssay by several laboratories.
STK33 inh: human STK33 kinase inhibition. Q9BYT3. purified STK33, MBP phosphorylation, ADP-Glo luminescence. inhibition, % at 10 µM. hit rate 0.073% among 320,000. AID 2661;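 active = inhibition at or above 25%, using the most active replicate where run in duplicate; inactive = inhibition below 25%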
Target sequence (Q9BYT3 whole entry, looked up): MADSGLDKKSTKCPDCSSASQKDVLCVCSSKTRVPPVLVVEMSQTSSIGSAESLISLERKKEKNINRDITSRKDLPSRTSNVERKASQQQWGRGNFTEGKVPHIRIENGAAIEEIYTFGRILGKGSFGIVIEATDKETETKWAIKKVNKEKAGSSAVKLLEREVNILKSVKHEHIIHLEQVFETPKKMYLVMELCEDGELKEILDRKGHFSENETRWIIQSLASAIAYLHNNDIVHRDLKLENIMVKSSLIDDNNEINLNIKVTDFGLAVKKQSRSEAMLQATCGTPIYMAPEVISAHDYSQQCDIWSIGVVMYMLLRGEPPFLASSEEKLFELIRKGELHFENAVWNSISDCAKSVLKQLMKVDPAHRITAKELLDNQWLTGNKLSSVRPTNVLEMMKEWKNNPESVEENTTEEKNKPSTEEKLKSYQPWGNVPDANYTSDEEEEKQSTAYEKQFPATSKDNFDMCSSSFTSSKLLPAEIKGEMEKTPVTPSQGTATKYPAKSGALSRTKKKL
CHT allo act: allosterically activates the human high affinity choline transporter | AID 488977 | CHT-expressing cells, membrane potential dye, choline EC20; hits give high values; LV-AA mutant CHT in HEK293 cells | hit rate 0.49% among 310,000 | B-score at 10 µM | Q9GZV3;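 active = initial fluorescence not abnormally high and integrated response B-score, plate-corrected, over 3 SD above library mean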
Target sequence (Q9GZV3 whole entry, looked up): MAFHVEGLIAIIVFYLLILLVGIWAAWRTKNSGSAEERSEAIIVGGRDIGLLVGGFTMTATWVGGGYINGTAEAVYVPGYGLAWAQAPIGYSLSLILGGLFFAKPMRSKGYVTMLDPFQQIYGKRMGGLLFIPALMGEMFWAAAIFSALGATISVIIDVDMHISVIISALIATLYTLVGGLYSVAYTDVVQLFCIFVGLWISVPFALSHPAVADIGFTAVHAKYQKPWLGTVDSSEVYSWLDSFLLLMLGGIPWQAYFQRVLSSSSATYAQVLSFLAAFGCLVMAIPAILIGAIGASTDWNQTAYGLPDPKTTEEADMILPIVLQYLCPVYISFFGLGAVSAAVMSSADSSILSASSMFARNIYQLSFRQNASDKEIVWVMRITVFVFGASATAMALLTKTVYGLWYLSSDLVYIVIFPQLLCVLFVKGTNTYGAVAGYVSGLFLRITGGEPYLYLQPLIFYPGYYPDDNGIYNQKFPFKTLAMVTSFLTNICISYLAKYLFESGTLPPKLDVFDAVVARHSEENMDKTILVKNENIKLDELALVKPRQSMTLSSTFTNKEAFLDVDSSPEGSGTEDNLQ
CHT inh: inhibitors of human choline transporter CHT. Q9GZV3. CHT-expressing cells, membrane potential dye, choline response; hits give low values. B-score at 10 µM. hit rate 0.86% among 310,000. AID 488975;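 active = B-score over 3 SD under the library average, and starting fluorescence ratio not unusually high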;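 note: choline stimulus applied at its EC90 after an EC20 pre-addition; B-score computed on integrated fluorescence ratio after choline addition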
Active calls of the source: *; i = inactive; / = not tested or not shown.

SMILES	STK33 inh	CHT allo act	CHT inh
Clc1ccccc1SCc1nc2ccccc2[nH]1	0.1	i	i
Cc1cc(NC(=O)COC(=O)c2cc(S(=O)(=O)N(C)c3ccccc3)ccc2Cl)no1	-0.7	i	i
CCC(=O)NNC(=O)CCC(=O)Nc1ccc(C)cc1C	-0.1	i	i
CC(=O)c1ccc(NC(=O)C2CCCNC2=O)cc1 (stereo not given)	-1.1	i	i
Nc1ccc(N=Nc2ccc(N)cc2)cc1	-0.8	i	i
CC1CN(CCCCOc2ccc(F)cc2)CC(C)O1 (stereo not given)	-0.5	i	i
CC1Cc2ccccc2N1C(=O)CSC1=NCCS1 (stereo not given)	-1.3	i	i
COc1cc(C)ccc1OCCOc1c(C)cc(Cl)cc1Cl	0.1	i	i
O=c1c2ccccc2ncn1-c1cccc(Br)c1	-0.9	i	i
CCc1nn(CC(=O)NCCCN2CCN(C)CC2)c(=O)c2cc3occc3n12	0.5	i	i
Fc1ccccc1CSc1nnc2ccc(-c3ccncc3)nn12	-0.3	i	i
Cc1ccc(NC(=O)CN(C)CC(=O)Nc2ccccc2C#N)cc1	-2.2	i	i
COc1nnc(-c2ccc(N3CCCCC3)c(N)c2)c2ccccc12	-1.2	i	i
O=S1(=O)[C@H]2C[C@@H]3C=C[C@]2(CN1Cc1ccc(C(F)(F)F)cc1)O3	-1.0	i	i
CCc1nnc(-n2nc(C)cc2-c2ccccc2)n1N	-1.1	i	i
CC(C)(C)n1nnnc1C(c1cccs1)N1CCCC2(CCCCC2)C1 (stereo not given)	-0.3	i	i
CS(=O)(=O)N(CC(=O)Nc1ccc(Br)cc1F)C1CCCCC1	-0.7	i	i
COc1ccc(Nc2ncnc3sccc23)cc1	1.3	i	i
COc1cccc(C2C(C#N)=C(N)Oc3cc(N)ccc32)c1OC (stereo not given)	-0.9	i	i
CCCCn1c(N)c(N(CCC(C)C)C(=O)Cc2ccc(S(=O)(=O)N3CCOCC3)s2)c(=O)[nH]c1=O	-1.3	i	i
Cc1cccc(C(=O)N2CCc3c([nH]c4ccccc34)C2CC(C)C)n1 (stereo not given)	2.4	i	i
O=C(NCCCN1CCCC1)c1cc(Sc2ccc(F)cc2)nc2ccccc12	-1.7	i	i
CCCCn1c(-c2ccsc2)nc2c1c(=O)[nH]c(=O)n2CCC	-3.1	i	i
CCCOC(=O)C1=C(C)NC2=C(C(=O)C(C(=O)OC)C(C)C2)C1c1ccc(N(C)C)cc1 (stereo not given)	0.1	i	i
CCCC(NC(=O)COc1cc2c(c3oc(=O)c(C)c(C)c13)CCC(C)(C)O2)C(=O)O (stereo not given)	-0.6	i	i

Ordered by length of the SMILES (highest first): some entries from above.
SMILES	STK33 inh	CHT allo act	CHT inh
Cc1cc(NC(=O)COC(=O)c2cc(S(=O)(=O)N(C)c3ccccc3)ccc2Cl)no1	-0.7	i	i
O=C(NCCCN1CCCC1)c1cc(Sc2ccc(F)cc2)nc2ccccc12	-1.7	i	i
O=c1c2ccccc2ncn1-c1cccc(Br)c1	-0.9	i	i
Clc1ccccc1SCc1nc2ccccc2[nH]1	0.1	i	i

Following part
SMILES	STK33 inh	CHT allo act	CHT inh
CC(C)Oc1ccc(NC(=O)C2CCCNC2=O)cc1 (stereo not given)	0.2	i	i
CCN(CC)CCNC(=O)CNC(=S)N(CCCN1CCOCC1)Cc1cccs1	-0.9	i	i
Cn1c(=O)c2cn(-c3ccc4c(c3)OCCO4)cc2n(C)c1=O	0.1	i	i
CC1(c2ccc(Cl)cc2)NC(=O)CS1 (stereo not given)	-0.1	i	i
Cc1ccc(CCNC(=O)C2CCC(=O)N2Cc2ccc(F)cc2)cc1 (stereo not given)	0.4	i	i
O=C(CCl)N(Cc1cc(=O)[nH]c2ccccc12)c1ccccc1	-0.2	i	i
C1CN(CCN2CCOCC2)CCN1	-1.5	i	i
CCCCn1c2ccccc2c2cc(CC(N)=O)ccc21	-0.5	i	i
COc1cc(/C=C2\C(=O)N(CCC#N)N=C2C)ccc1OCC(=O)Nc1ccccc1	1.4	i	i
CS(=O)(=O)NN1C(=O)c2ccccc2NC1c1c[nH]c2ccccc12 (stereo not given)	-1.2	i	i
O=C(NC(=S)Nc1ccccc1F)C1CCCCC1	-1.0	i	i
O=C(CSc1ncccn1)Nc1ccc2[nH]c(=O)[nH]c2c1	0.4	i	i
O=C(Oc1ccc(OC(=O)c2ccco2)c(S(=O)(=O)c2ccc(Br)cc2)c1)c1ccco1	-0.8	i	i
CCOc1ccc(C=NCC(O)c2ccccc2)cc1 (stereo not given)	0.3	i	i
CO/N=C/C1CCN(c2ncc(C(F)(F)F)cc2Cl)C1=O (stereo not given)	1.7	i	i
CCn1c(CC(=O)Nc2ccccc2F)nnc1SCC(=O)N1CCN(c2ccccc2)CC1	-1.3	i	i
O=C(c1cccc(N2C(=O)C3CC=CCC3C2=O)c1)N1CCN(c2ccccc2)CC1 (stereo not given)	-0.4	i	i
O=Cc1c(NCCCN2CCCC2=O)c2ccccc2[nH]c1=O	-3.5	i	i
O=C(N/N=C/c1cn(-c2ccccc2)nc1-c1cccs1)c1ccncc1	-2.2	i	i
C#CCOCCOCCOCCNc1nc(N2CCN(C(=O)CCCCCCCCCCNC(=O)[C@H](CCCCN)n3cc(CCCC(=O)O)nn3)CC2)nc(N2CCN(C(=O)CCCCCCCCCCNC(=O)[C@@H]([C@H](C)O)n3cc(C)nn3)CC2)n1	1.2	i	i
Cc1nnc2sc(-c3ccc(NC(=O)c4ccc(-c5ccc(Cl)cc5Cl)o4)cc3)nn12	-1.6	i	i
Cc1nc(C)c(C(=O)NCc2ccccc2Cl)o1	-2.4	i	i
CN(C)C(=O)c1c([N+](=O)[O-])c(C(C)(C)C)nn1C	/	i	i
O=C(NCCCn1ccnc1)c1cc(Br)c(Br)s1	2.2	i	i
Brc1ccc(NC2=Nc3ccccc3CC2)cc1	0.5	i	i

Reprinted from the listing for reference:
SMILES	STK33 inh	CHT allo act	CHT inh
Cn1c(=O)c2cn(-c3ccc4c(c3)OCCO4)cc2n(C)c1=O	0.1	i	i
CC1(c2ccc(Cl)cc2)NC(=O)CS1 (stereo not given)	-0.1	i	i
Cc1ccc(CCNC(=O)C2CCC(=O)N2Cc2ccc(F)cc2)cc1 (stereo not given)	0.4	i	i

Next part:
SMILES	STK33 inh	CHT allo act	CHT inh
Nc1cc(C(=O)N2CCN(c3ccc([N+](=O)[O-])cc3)CC2)ccc1N1CC2CC(C1)c1cccc(=O)n1C2 (stereo not given)	-0.4	i	i
Cc1cccc(CSCCNC(=S)Nc2ccccc2)c1	-1.2	i	i
CCOc1ccccc1N1CCN(C(=O)C(Sc2ccccc2)c2ccccc2)CC1 (stereo not given)	-2.5	i	i
COc1cccc(C(=O)NCC(c2ccco2)N2CCc3ccccc3C2)c1 (stereo not given)	-0.4	i	i
COc1cc(C(=O)Oc2cccc(C(=S)N3CCOCC3)c2)cc(OC)c1OC	-0.1	i	i
CN(C)c1nc(-c2ccccc2)ncc1S(=O)(=O)c1ccccc1	-1.2	i	i
COc1ccc(C(=O)Nc2nc(CC(=O)NCCc3ccccc3OC)cs2)cc1	0.4	i	i
Clc1ccc(Cl)c(OCCN2CCCC2)c1	-4.1	i	i
Cc1ccc(NC(=O)c2ccc(CSc3nnnn3C)cc2)cc1	-0.3	i	i
N#C/C(=C\c1cccs1)C(=O)Nc1ccccn1	0.5	i	i
COc1ccc(C2CC(=O)Nc3cc(C)c(C)cc32)c(OC)c1OC (stereo not given)	-0.5	i	i
N#C/C(=C\c1cccc(Oc2ccccc2)c1)C(=O)N1CCOCC1	-0.6	i	i
CC(C)NC(=O)COC(=O)c1ccc(NS(=O)(=O)c2ccc3c(c2)OCCO3)cc1	0.9	i	i
Cc1cc(C)cc(NS(=O)(=O)c2coc(C(N)=O)c2)c1	-2.8	i	i
CC(=O)Nc1ccc(C(=O)Nc2cc(C)on2)cc1	-1.6	i	i
C=CCn1c(C)cc(C(=O)COC(=O)/C=C/c2cccc(OC)c2)c1C	-1.2	i	i
COC(=O)c1cc(Br)c(=O)n(Cc2cccnc2)c1	-1.8	i	i
CCOc1ccc(NS(=O)(=O)c2ccc(C(=O)N3CCCCC3)cc2)cc1	-0.3	i	i
Cc1ccc(N(CC(=O)Nc2ccccc2C(=O)NCc2ccco2)S(=O)(=O)c2ccccc2)cc1C	-1.3	i	i
Cc1ccc(S(=O)(=O)N2CCN(C(=O)CNC(=O)c3ccc(Br)o3)CC2)cc1	-0.1	i	i
CCN1CCN(C(=O)c2ccc3c(c2)N(Cc2ccccc2F)C(=O)c2ccccc2S3(=O)=O)CC1	/	i	i
O=C(c1ccsc1)N1CCN(C(=O)c2cccs2)CC1	-1.0	i	i
C=CC(=O)N(CCC)C(c1ccccc1)c1ccccc1OC (stereo not given)	-1.1	i	i
COc1cccc(CNC(=O)CSc2nnc3c(n2)[nH]c2ccc(C)cc23)c1	-1.7	i	i
C/C(Nc1ccccc1C(F)(F)F)=C1/CCOC1=O	-5.7	i	i

Whole records, quoted from the list. Screens in order: STK33 inh, CHT allo act, CHT inh
O=C(c1ccsc1)N1CCN(C(=O)c2cccs2)CC1 in the list: -1.0, i, i
C/C(Nc1ccccc1C(F)(F)F)=C1/CCOC1=O in the list: -5.7, i, i
N#C/C(=C\c1cccs1)C(=O)Nc1ccccn1 in the list: 0.5, i, i

New compounds follow
SMILES	STK33 inh	CHT allo act	CHT inh
O=C1CCCC(=O)N1c1ccc(F)cc1	-2.7	i	i
COc1cccc(CNC(=O)c2cc(S(=O)(=O)N3CCCCC3)c[nH]2)c1	-0.8	i	i
S=C(NCc1ccco1)Nc1ccccc1	-0.6	i	i
COCCN(C(=O)c1csnn1)C(C(=O)NC1CCCC1)c1ccccc1 (stereo not given)	-0.2	i	i
O=C(CCN1C(=O)COc2ccccc21)N1CCN(c2ccccc2)CC1	-0.3	i	i
Cn1c(NC(=O)c2ccco2)c(-c2ccc(Cl)cc2)c(=O)c2ccccc21	0.3	i	i
Cc1nnc(SCC(=O)Nc2cccc(N)c2)n1-c1ccccc1	-0.8	i	i
O=C1NC(=S)N/C1=C/c1ccc(Oc2ccc(C(F)(F)F)cc2[N+](=O)[O-])c(Cl)c1	8.1	i	i
CCc1ccc(OCC(=O)Nc2ccc(N3CCN(S(C)(=O)=O)CC3)cc2)cc1	-3.4	i	i
COC(=O)c1ccc([C@@H](O)[C@H](C)C(=O)CC(=O)OC(C)(C)C)cc1	1.5	i	i
CC(C)(C)NC(=O)CN(Cc1ccc2c(c1)OCO2)C(=O)CNS(=O)(=O)c1ccccc1	-0.8	i	i
CC(=O)Nc1ccc(C2(c3ccc(NC(C)=O)cc3)C(=O)Nc3ccccc32)cc1	-0.6	i	i
O=C1CN(C(=O)COC(=O)CNC(=O)c2ccccc2)c2ccccc2N1	-0.4	i	i
COc1cccc(CCc2nnc(CCC(=O)NC(C)Cc3cccs3)o2)c1 (stereo not given)	-0.3	i	i
COCCCNC(=O)CCc1c(C)c2cc3c(C)coc3cc2oc1=O	-2.7	i	i
c1ccc(-c2nnc(-c3ccncc3)nc2-c2ccccc2)cc1	-0.8	i	i
O=C(NCCN1CCN(c2ccccc2)CC1)C1CCN(S(=O)(=O)c2cccc3nsnc23)CC1	-1.1	i	i
CN(C)C(=O)Cn1c(=O)n(S(=O)(=O)c2ccccc2)c2ccccc21	-0.1	i	i
O=C(Nc1cccnc1)OC1CCCC1	-0.5	i	i
CCCC(=O)c1c[nH]c(C(=O)N2CCOCC2)c1	-0.5	i	i
CN(C)C(CNS(=O)(=O)c1ccc(F)cc1)c1cccnc1 (stereo not given)	-0.7	i	i
CC(NCc1ccccc1)C1COc2ccccc2O1 (stereo not given)	0.3	i	i
Cc1cccc(-n2c(C)cc(/C=C3\NC(=O)NC3=O)c2C)c1	-1.1	i	i
CC(C)CC(C(=O)Nc1oc(-c2ccccc2)c(-c2ccccc2)c1C#N)N1C(=O)c2ccccc2C1=O (stereo not given)	-1.8	i	i
Cn1nnc2c(NCc3ccco3)nccc21	0.5	i	i

Following part
SMILES	STK33 inh	CHT allo act	CHT inh
CCn1cc(C(=O)N2CC(C)CC(C)C2)c(=O)c2cc(S(=O)(=O)N3CCOCC3)ccc21 (stereo not given)	-2.0	i	i
Cn1c(=O)oc2cc(S(=O)(=O)N3CCCC(C(=O)NC4CCCc5ccccc54)C3)ccc21 (stereo not given)	-1.1	i	i
CCOC(=O)CN1C(=O)S/C(=C/c2ccc(O)c([N+](=O)[O-])c2)C1=O	-0.3	i	-5.5*
COc1cccc(NC(=O)CN(C)S(=O)(=O)c2ccc3c(c2)NC(=O)CS3)c1	0.1	i	i
CCCc1c(C(=O)NNc2cc(C(F)(F)F)ccc2Cl)cnn1-c1ccccc1	-2.3	i	i
COCCCn1c(-c2ccsc2)nc2c1c(=O)[nH]c(=O)n2Cc1ccccc1	-1.3	i	i
CCc1ccc(Cn2nnc(C(=O)NCc3ccccc3OC)c2N)cc1	-1.6	i	i
Cc1ccc(-n2ncc3c(=O)[nH]c(SCC(=O)N4CCCc5ccccc54)nc32)cc1	-0.4	i	i
CSc1ccc(/C=C(/NC(=O)c2ccco2)C(=O)N2CCOCC2)cc1	-2.0	i	i
O=C1NC(c2ccccc2)=C(c2ccc3ccccc3n2)C(c2ccc(F)cc2)N1 (stereo not given)	0.4	i	i
CCCCSc1nnc(-c2ccc(NC(C)=O)cc2)n1C	-2.7	i	i
CCS(=O)(=O)N1CCC(C(=O)NCc2cc(OC)ccc2OC)CC1	-0.7	i	i
CCOC(=O)N1CCN(c2c(N3CCN(c4cccc(C(F)(F)F)c4)CC3)c(=O)c2=O)CC1	-1.3	i	i

2 of the compounds above, field by field:
CCOC(=O)N1CCN(c2c(N3CCN(c4cccc(C(F)(F)F)c4)CC3)c(=O)c2=O)CC1
  STK33 inh = -1.3 | CHT allo act = i | CHT inh = i

Cc1ccc(-n2ncc3c(=O)[nH]c(SCC(=O)N4CCCc5ccccc54)nc32)cc1
  STK33 inh = -0.4 | CHT allo act = i | CHT inh = i
